Screening results (PubChem BioAssay)
TAG inh – inhibitors of triacylglycerol accumulation, primary screen, cell-based, uHTS, fluorescence, H9c2. H9c2 cells, Nile Red lipid (TAG) fluorescence; cells loaded with 200 µM oleic acid. inhibition, % at 12.5 µM. actives 0.66% (n = 230,000). AID 651582, 2012;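 active = pattern-corrected inhibition of lipid staining of at least 50% with the nuclear-stain viability signal not falling by more than 50%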;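 also: 0% = DMSO wells and 100% = triacsin C control wells; some results filed as inactive read as strong as hits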
TAG inh DAPI viability – also measured in TAG inh; calls as there; DAPI nuclei signal change (viability), lower = more cytotoxic, %;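 whole-well DAPI fluorescence read on a plate reader as a viability signal; minus 50 percent equals half of cells still viable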
* marks the source's active call; other numbers are inactive results.

SMILES | TAG inh | TAG inh DAPI viability
COc1cccc(-c2ccc3c(c2)N(Cc2ccccc2OC)C(=O)C(C)S3)c1 (configuration not stated) | 4 | -9
CC(OC(=O)CC1CCCCC1)C(=O)Nc1ccc(S(N)(=O)=O)cc1 (configuration not stated) | -10 | 3
CCCC1NC(=S)NC(C)=C1C(C)=O (configuration not stated) | -13 | 17
CCN(CC)CCN(CC(=O)N(C1CCCCC1)C1CCCCC1)C(=O)c1ccco1 | -10 | 34
N#Cc1ccccc1OCC(=O)N(C1CCCCC1)C1CCS(=O)(=O)C1 (configuration not stated) | 6 | 4
Nc1nc2ccc(-c3nc4ccccc4o3)cc2s1 | 3 | 18
Cc1ccccc1N1C(S)=C(C#N)C(=O)NC1c1cccs1 (configuration not stated) | 20 | -8
O=CN1CCN(C(C(=O)NC2CCCCC2)c2cc3c(cc2[N+](=O)[O-])OCO3)CC1 (configuration not stated) | -3 | -2
Cn1c(NCC(O)c2ccccc2)nc2c1c(=O)n(Cc1ccc(Cl)c(Cl)c1)c(=O)n2C (configuration not stated) | 31 | -11
Cc1ccccc1OCC(=O)NC(=S)Nc1ccc(S(=O)(=O)NC2CCCCC2)cc1 | -1 | 13
Cc1cc(O)cc(O)c1/C=N/NC(=O)c1ccc2c(c1)OCCO2 | -2 | -26
COc1ccc(NC(=S)N(CCCN2CCC(C)CC2)Cc2cccs2)cc1Cl | 22 | 3
COc1ccc(NS(=O)(=O)c2cccc(C(=O)NCC3CCCO3)c2)cc1 (configuration not stated) | -5 | 10
Cc1ccc(S(=O)(=O)CCC(=O)OCC(=O)NC(C)c2ccccc2)cc1 (configuration not stated) | 0 | -5
O=C(NCc1cccnc1)C1CC(c2ccccc2Cl)=NO1 (configuration not stated) | 5 | -9
CCCn1c(N)c(Sc2ccc(Cl)cc2)c(=O)n(CCC)c1=O | -4 | 10
CCOc1ccc(NC(=O)CCCc2cc(-c3ccc(OCC)cc3)on2)cc1 | 29 | 8
COc1ccccc1CC(=O)N1CCC(n2nccc2NC(=O)C2CCOC2)CC1 (configuration not stated) | -3 | 2
Fc1ccc(-c2nc3ccc(Cl)cn3c2Cc2ccccc2)cc1 | 5 | 8
O=C1c2ccccc2NC(c2cccs2)N1O (configuration not stated) | 32 | 2

One compound at a time, from the list above. Values in the order: TAG inh, TAG inh DAPI viability
Cc1ccccc1N1C(S)=C(C#N)C(=O)NC1c1cccs1 (configuration not stated) across the screens: 20, -8
Nc1nc2ccc(-c3nc4ccccc4o3)cc2s1 across the screens: 3, 18

Following part.
SMILES | TAG inh | TAG inh DAPI viability
COc1ccc(NC(=O)CN(C2CCCCC2)S(C)(=O)=O)cc1OC | 8 | -2
COCCOC(=O)c1c(C)n(C)c2ccc(OC(=O)C3CC3)cc12 | 7 | -9
CCC(C(=O)Nc1ccc(C(=O)O)cc1NC(=O)C(CC)c1ccccc1)c1ccccc1 (configuration not stated) | 16 | -3
CC(C)(C)OC(=O)N1CCc2onc(-c3ccc(Br)cc3)c2C1=O | 6 | 5
C[C@@H]1CN([C@@H](C)CO)C(=O)CCCn2nncc2CO[C@H]1CN(C)S(=O)(=O)c1ccc(-n2cccn2)cc1 | 1 | -1
CCOC(=O)c1ccc(-c2ccc(C(=O)Nc3cccnc3)o2)cc1 | 3 | 5
O=C1C(Cl)=C(NCCCO)C(=O)c2ccccc21 | 141 | -86
CC(=O)Oc1ccc(/C=C(\NC(=O)c2cccc(Br)c2)C(=O)Nc2ccc(C(=O)O)cc2)cc1 | 5 | -5
CN(C)/C=N/c1c(C#N)cnn1C | 14 | 2
CCOC(=O)c1ccc(/C=N/O)[n+](Cc2ccccc2)c1 | 4 | -3
Cc1ccc(C(=O)C(C)OC(=O)Cn2cnc3c2c(=O)n(C)c(=O)n3C)cc1 (configuration not stated) | 3 | -1
Cc1ccc(-n2c(SCCN)nnc2-c2cccc(C)c2)cc1 | 6 | 3
CNC(=O)CSc1nnc(-c2cnccn2)n1C | 16 | 1
Cc1cc(C)nc(NC2=NCC(=O)N2c2ccccc2Br)n1 | 1 | -2
CCOc1ccccc1CN1C(=O)c2ccccc2C1C(=O)NC(C)CC (configuration not stated) | 5 | 7
Cc1ccc(NCSc2ccc(Cl)cc2)cc1 | 13 | -19
CCN1CCN(c2ccc(S(=O)(=O)N3CCCCC3)cc2NC(=O)c2cc3ccccc3o2)CC1 | 24 | -2
c1cc2nc(C34CC5CC(CC(C5)C3)C4)[nH]c2cn1 | -4 | 6
Cc1cnc(C(=O)OCC(=O)Nc2cc(Cl)ccc2C#N)cn1 | 6 | 7
COc1cc(OC)cc(C(=O)N2CC(=O)Nc3ccccc32)c1 | 58* | -29*

Some values from the results shown:
`CCOC(=O)c1ccc(-c2ccc(C(=O)Nc3cccnc3)o2)cc1` | TAG inh: 3
`c1cc2nc(C34CC5CC(CC(C5)C3)C4)[nH]c2cn1` | TAG inh: -4

Next section.
SMILES | TAG inh | TAG inh DAPI viability
N/C(COc1cccc(Cl)c1)=N\O | 10 | -12
O=C(CCn1cnnn1)Nc1cccc(F)c1 | 0 | 5
CC1=NN(C(C)C)C(=O)C1 | 1 | -2
CCN(CC)C(=O)CCNS(=O)(=O)c1ccc(C)cc1 | -4 | 4
O=C(Nc1ccccc1)Nc1cccc2cccnc12 | 48 | 7
Cc1nonc1OCCNC(=O)C12CC3CC(CC(C3)C1)C2 | -4 | 25
O=C1C2CCCCC2C(=O)N1c1ccc(NC2CCCCC2)c([N+](=O)[O-])c1 (configuration not stated) | -11 | 4
NCCNc1ccc([N+](=O)[O-])cc1 | 9 | -7
Cc1csc(SCC(=O)Nc2nc(-c3ccccc3)cs2)n1 | 4 | 2
O=C(COC(=O)c1ccc(Cl)nc1)NC(=O)c1ccccc1 | -2 | 8
Cc1ccc2cn[nH]c2c1NC(N)=S | 2 | 4
O=C(Cc1ccccc1)NC1CCN(S(=O)(=O)c2cccc(F)c2)CC1 | -10 | 3
Cc1cc2c(SCC(=O)N3CCN(c4ccccc4)CC3)ncnc2s1 | 1 | -4
CN(C)S(=O)(=O)c1cccc(NC(=S)NC2CCCCC2)c1 | -9 | -6
COc1cc(CNc2ncnc3c2ncn3[C@H]2CN(Cc3cccc(C(F)(F)F)c3)C[C@@H](COC(C)=O)O2)cc(OC)c1OC | 19 | -4
Cc1nnc(NC(=O)C2c3ccccc3Oc3ccccc32)s1 | 3 | -2
COCC(=O)N1CCC(Oc2ccc(C(=O)N(C)C(C)c3ccon3)cc2)CC1 (configuration not stated) | 6 | -4
COc1ccc(N(CC(=O)NCc2cccnc2)S(=O)(=O)c2ccc(C)c([N+](=O)[O-])c2)cc1 | 4 | -4
COc1ccc2nc(NC(=O)CCc3nc(-c4ccccc4F)no3)sc2c1 | 4 | -1
CN(CC(=O)Nc1ccccc1C(=O)NC1CC1)Cc1ccco1 | -8 | 3
Cc1cc(O)c(C=Nc2ccc(Cl)cn2)c(=O)o1 | 7 | 1
Cc1ccc(N2C(=O)N(CC(=O)Nc3ccc([N+](=O)[O-])cc3)C(=O)C2C)cc1 (configuration not stated) | -4 | -1
CC(C)(C)OC(=O)C[C@H]1C/C=C\C[C@H](CC(=O)N(CCO)Cc2ccccc2)C(=O)N[C@H](C(C)(C)C)COC1=O | 17 | -1
CCN(CC)C(=O)CS(=O)(=O)CC(=O)Nc1cc(OCCOC)c(Cl)cc1Cl | 1 | 6
CC(=O)N1CCN(c2ccc(NC(=O)c3ccccc3Br)cc2Cl)CC1 | 27 | -9
Cc1nonc1NC(=O)CSc1nc(CCC2CCCC2)nc2ccccc12 | -26 | 6
O=C(O)C1CCCN1S(=O)(=O)c1ccc(Br)s1 (configuration not stated) (tested in a mixture with another compound) | -28 | 15
CC(C)(C)C(=O)Nc1ccccc1C(=O)NCc1ccco1 | 1 | 1
Cc1ccn(-c2cc(O)c(-n3ccc(C)n3)cc2O)n1 | -4 | 1
Cc1cccc(Nc2ccccc2C(=O)O)c1C | -47 | 0
CCOC(=O)C(=CNc1ccc(Oc2cccnc2)nc1)C(=O)OCC | -4 | 0
Nc1c(C(=O)NCc2ccco2)sc2nc(N3CCOCC3)c3c(c12)CCCC3 | 15 | 17
CCC1(C)COC(C)(CC(=O)NNC(=O)Nc2ccccc2)OC1 (configuration not stated) | -24 | 0
O=c1nc(N2CCCCCC2)nc(N2CCCCCC2)[nH]1 | 3 | -4
CCOc1cc(N2CCOCC2)c(OCC)cc1NC(=O)C1CC(=O)N(c2ccccc2OCC)C1 (configuration not stated) | -19 | -2
Cc1nc2c(-c3ccccc3)c(C)nn2c(N)c1-c1ccccc1 | -16 | 7
COCCN1CC(C(=O)N2CCC(Oc3ccccc3OC)CC2)CCC1=O (configuration not stated) | -5 | -1
O=C(CCCC(=O)Nc1cccc(Br)c1)N/N=C/c1cc([N+](=O)[O-])ccc1O | 4 | -19
COc1ccc(CC(=O)OCC(=O)Nc2ccc(Cl)c(S(=O)(=O)N(C)C)c2)cc1 | -3 | -2
Cc1nc2c(Cl)c(C)nn2c2c1CCC2 | 3 | 6

Quoted from above, six compounds:
SMILES | TAG inh | TAG inh DAPI viability
Nc1c(C(=O)NCc2ccco2)sc2nc(N3CCOCC3)c3c(c12)CCCC3 | 15 | 17
CCC1(C)COC(C)(CC(=O)NNC(=O)Nc2ccccc2)OC1 (configuration not stated) | -24 | 0
O=c1nc(N2CCCCCC2)nc(N2CCCCCC2)[nH]1 | 3 | -4
CCOc1cc(N2CCOCC2)c(OCC)cc1NC(=O)C1CC(=O)N(c2ccccc2OCC)C1 (configuration not stated) | -19 | -2
Cc1nc2c(-c3ccccc3)c(C)nn2c(N)c1-c1ccccc1 | -16 | 7
COCCN1CC(C(=O)N2CCC(Oc3ccccc3OC)CC2)CCC1=O (configuration not stated) | -5 | -1

3 of the compounds above, with two lines to a compound:
Under each structure: TAG inh, TAG inh DAPI viability
> Cc1nc2c(-c3ccccc3)c(C)nn2c(N)c1-c1ccccc1
→ -16, 7
> CCC1(C)COC(C)(CC(=O)NNC(=O)Nc2ccccc2)OC1 (configuration not stated)
→ -24, 0
> Cc1ccn(-c2cc(O)c(-n3ccc(C)n3)cc2O)n1
→ -4, 1

Following part.
SMILES | TAG inh | TAG inh DAPI viability
C=CCNC(=O)c1ccccc1NC(=O)c1ccccc1SC | -7 | 1
CC1(C)CC(NC(=O)c2sc3cc(Cl)ccc3c2Cl)CC(C)(C)N1 | 17 | 17
O=C(Nc1ccc(Cl)cc1)N1CC=CCC1 | 5 | -12
OCCNCc1cccc(-c2ccccc2)c1O | 3 | 2
Cn1c(=O)c2[nH]c(NN=Cc3ccc(F)cc3)nc2n(C)c1=O | 12 | 3
CC(C)C(=O)NCc1cc(-c2ccc(Cl)cc2)no1 | -5 | -3
COc1cc2c(c(OC)c1OC)C(=O)C(=Cc1ccccc1)O2 | 4 | 8
COc1cc(/C=C(/C#N)c2ccccc2)ccc1Oc1ccc([N+](=O)[O-])cn1 | -103 | -13
CCN(CC(=O)Nc1ccc2c(c1)OCCO2)C(=O)c1cc(S(=O)(=O)N2CCOCC2)ccc1F | 17 | 2
C=CCOC(=O)C1=C[C@@H](c2cn(C(C)=O)c3ccccc23)C[C@@H](OCCCCO)O1 | -21 | 8
O=C(c1ccc(NC2=NC3CS(=O)(=O)CC3S2)cc1)N1CCN(c2ccc(F)cc2)CC1 (configuration not stated) | -27 | -4
CC(C)n1c(=S)[nH]c2ccccc21 | 3 | -6
O=C(CS(=O)(=O)Cc1ccccc1)Nc1ccc2c(c1)OCO2 | 6 | -16
O=C(NCc1ccccc1)C1CCN(C(=O)Cc2ccccc2)CC1 | 5 | -13
CC1CCC(NC(=O)c2ccc3nc[nH]c3c2)CC1 (configuration not stated) | 4 | 1
COc1ccccc1C(=O)NCCC(=O)N1CC(C)OC(C)C1 (configuration not stated) | 2 | 0

Not all compounds are listed; the hit share may differ from the screen's.
